CHRM5 PAM – potentiates acetylcholine response at human M5 receptor; P08912; CHO-K1 hM5, Fluo-8 calcium, ACh EC20 PAM; 0% = ACh EC20, 100% = ACh EC100; activation, % at 3 µM; 0.3% of 360,000 active;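 active means activation above the run cutoff, the mean activation of all test compounds plus 3 SD, cut at about 18% in these data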
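Assay system – human M5 receptor in CHO-K1 cells · Read-out – % activation, ACh-normalized · Technique – Fluo-8 calcium fluorescence · Dosing – single-point, 3 µM nominal · Incubation – Fluo-8 loading 80 min at 37 °C plus 30 min room temperature · Repeats – singlicate, one well per test compound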
M5 antag – antagonists of human muscarinic M5 receptor (CHRM5) | P08912 | CHO-hM5 cells, Fluo-8 calcium fluorescence, ACh EC80 | inhibition, % at 3 µM | 0.59% of 360,000 active | AID 624040;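 active means inhibition above a per-plate cutoff, the mean of that plate's test compounds plus 3 SD, cut at about 27% in these data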;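 further: 0% = acetylcholine EC80 with DMSO and 100% = DMSO without agonist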
CHRM4 PAM – CHRM4 positive allosteric modulation. P08173. CHO-K1 hM4/Gqi5, Fluo-8 calcium fluorescence, ACh EC20; 0% = ACh EC20, 100% = maximal ACh. activation, % at 3 µM. 0.4% of 360,000 active;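 active means activation above its plate's cutoff, the mean activation of sample wells plus 3 SD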; further: some results filed as inactive read as strong as hits
Target sequence (P08173 whole entry, looked up): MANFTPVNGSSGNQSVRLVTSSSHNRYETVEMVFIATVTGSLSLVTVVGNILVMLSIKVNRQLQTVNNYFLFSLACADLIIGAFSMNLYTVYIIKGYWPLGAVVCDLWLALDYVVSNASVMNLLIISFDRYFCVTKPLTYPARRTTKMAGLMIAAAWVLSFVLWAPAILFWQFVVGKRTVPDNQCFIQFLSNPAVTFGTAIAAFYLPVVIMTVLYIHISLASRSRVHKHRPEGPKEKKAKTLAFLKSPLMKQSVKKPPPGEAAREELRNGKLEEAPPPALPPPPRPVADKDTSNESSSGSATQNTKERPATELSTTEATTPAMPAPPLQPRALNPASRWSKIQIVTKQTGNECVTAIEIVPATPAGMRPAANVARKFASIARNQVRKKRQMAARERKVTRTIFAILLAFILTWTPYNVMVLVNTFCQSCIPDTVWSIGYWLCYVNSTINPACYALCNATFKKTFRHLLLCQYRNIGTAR
CRFR2-BP antag – CRF-BP/CRF-R2 complex antagonism. HEK293 CRF-R2/CRF-BP, CRF-induced calcium fluorescence. 0.59% of 350,000 active. inhibition, % at 11.8 µM;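 active means inhibition of the ligand-induced calcium signal above about 50% at the single tested concentration, limit read from the data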
CHO-K1 Ca PAM – M1 PAM counterscreen hit in parental CHO-K1 cells | ATP EC20, Fluo-8 calcium fluorescence; 0% at ATP EC20, 100% at ATP max | activation, % at 3 µM | 0.02% of 360,000 active | AID 602247;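 active means activation above the run cutoff, the mean activation of all test compounds plus 3 SD, cut at about 40% in these data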;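 further: peak over basal fluorescence ratio in a 140 s read after ATP addition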
TAAR1 antagonist – antagonists of human TAAR1; 1.5% of 360,000 active; AID 624466; Q96RJ0; CHO RD-HGA16 TAAR1, Fluo-8 calcium fluorescence, antagonist; inhibition, % at 3 µM;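 active means inhibition above a per-plate cutoff, the mean inhibition of test compounds on that plate plus 3 SD, cut at about 49% in these data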;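 further: 0% = DMSO plus EC80 beta-PEA response and 100% = DMSO alone without agonist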
Target sequence (Q96RJ0 whole entry, looked up): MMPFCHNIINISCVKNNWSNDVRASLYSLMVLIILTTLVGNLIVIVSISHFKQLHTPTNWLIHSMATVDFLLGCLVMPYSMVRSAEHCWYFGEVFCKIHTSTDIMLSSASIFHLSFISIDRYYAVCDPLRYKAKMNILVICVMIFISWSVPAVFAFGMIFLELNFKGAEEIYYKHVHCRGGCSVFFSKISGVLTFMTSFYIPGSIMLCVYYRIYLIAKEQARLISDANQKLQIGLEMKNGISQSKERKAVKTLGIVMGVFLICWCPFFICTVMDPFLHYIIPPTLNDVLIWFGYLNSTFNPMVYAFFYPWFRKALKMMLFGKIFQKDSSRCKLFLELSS
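System: RD-HGA16 CHO cells with stable hTAAR1 and Gα16 | Probe or stimulus: EC80 β-phenethylamine stimulus | Dosing: 3 µM, single point | Times: Dye loading 75 min at 37 °C, then 30 min room temperature | Measured by: Fluo-8 calcium-sensitive fluorescence | Read-out basis: % inhibition of agonist calcium response | Replicates: n of 1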
M5 ag – CHRM5 agonism in calcium assay; activation, % at 3 µM; 0.19% of 360,000 active; CHO-K1 hM5 cells, Fluo-8 calcium fluorescence; 0% DMSO wells, 100% maximal acetylcholine response; P08912;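 active means activation above the run's mean over test compounds plus 3 SD, cut at about 23% in these data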;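 further: signal is peak over basal fluorescence ratio across the kinetic read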
TAAR1 agonist – agonists of human TAAR1; Q96RJ0; CHO RD-HGA16 TAAR1, Fluo-8 calcium fluorescence; vehicle wells 0%, saturating PEA agonist 100%; activation, % at 3 µM; 0.99% of 360,000 active; AID 624467;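 active means activation above the mean activation of all test compounds in the run plus 3 SD, cut at about 38% in these data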
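System: CHO RD-HGA16 cells carrying human TAAR1 plus Gα16; Incubation: 17-24 h seeding, 75 min 37 °C dye, 30 min RT; Measured by: Fluo-8 fluorescence, 5 s baseline then 140 s kinetic read; Control set: DMSO and PEA EC100; Replication: single well for each compound.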
CRFR2-BP ag – agonists of human CRF-binding protein/CRF-R2 receptor complex; HEK293 CRF-R2/CRF-BP, calcium dye fluorescence (FLIPR); percent of saturating CRF peptide response; 0.46% of 350,000 active; AID 588473; activation, % at 13.2 µM;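 active means activation of at least 50%, plus an integration ratio under a set limit after plate pattern correction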;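 further: plate controls were neutral control wells without compound for no effect and CRF at EC100 for full effect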
The depositor's hits bear a star; . = not tested or not shown.

[1] CC(=O)Nc1ccc(OC(=O)CC2SC(=O)NC2=O)cc1 (stereo not drawn)
[2] Cc1cc(CN(C)C(=O)CC2C(=O)NCCN2Cc2ccc(-c3ccccc3)cc2)on1 (stereo not drawn)
[3] COc1ccc2nc(/C=N/NC(=O)[C@H](CCSC)NC(=O)OC(C)(C)C)ccc2c1
[4] O=C(O)c1cc(S(=O)(=O)N2CCOCC2)ccc1N1CCCCC1
[5] CN(Cc1ccccc1)C(=O)COC(=O)CCC(=O)c1ccc(F)cc1

Assay by compound	1	2	3	4	5
CHRM5 PAM	1	3	-3	5	6
M5 antag	3	-12	2	0	10
CHRM4 PAM	4	-2	0	9	3
CRFR2-BP antag	7	-2	-23	-4	5
CHO-K1 Ca PAM	4	-2	24	-9	-15
TAAR1 antagonist	2	-22	-18	5	-6
M5 ag	1	-3	-4	1	7
TAAR1 agonist	4	2	-2	11	0
CRFR2-BP ag	0.7	2.8	13	-1.1	-3.1

[6] COc1cccc(C(=O)CSc2nnc(-c3ccco3)n2CC2CCCO2)c1 (stereo not drawn)
[7] N#Cc1c(NC(=O)COC(=O)C2CC3C=CC2C3)oc(-c2ccccc2)c1-c1ccccc1 (stereo not drawn)
[8] Cc1ccc(NC(=O)Cc2nnc(SCC(=O)NC3CCCC3)n2C)cc1C
[9] Cc1cc(C)c(NC(=O)CO/N=C2\CCCc3nonc32)c(C)c1
[10] COCCCn1c(=O)/c(=C\c2cccc(OC)c2OC)s/c1=C(/C#N)C(=O)Nc1ccc(C(=O)O)cc1

Assay by compound	6	7	8	9	10
CHRM5 PAM	5	-6	-1	-12	1
M5 antag	-10	-6	11	6	0
CHRM4 PAM	-1	1	4	3	-2
CRFR2-BP antag	2	-26	-17	-1	-5
CHO-K1 Ca PAM	12	6	0	5	17
TAAR1 antagonist	8	-14	0	-5	1
M5 ag	-2	-6	-2	-2	5
TAAR1 agonist	8	0	0	5	4
CRFR2-BP ag	1.1	1.0	-1.6	0.0	2.1

[11] O=C(Nc1cccc([N+](=O)[O-])c1)c1ccc2nc(N3C(=O)CCC3=O)sc2c1
[12] O=C(CC1CCCC1)N1CCN(S(=O)(=O)c2c(F)cccc2F)CC1
[13] Cc1ccc(-c2nc(CS(=O)(=O)CC(=O)NCc3ccc4c(c3)OCO4)c(C)o2)cc1
[14] CCn1c(/C=C2/C(=O)N(C)c3ccccc32)nc2ccccc2c1=O
[15] O=C1COc2ccc(C(=O)COC(=O)c3cc(S(=O)(=O)NCc4ccccc4)ccc3O)cc2N1

Assay by compound	11	12	13	14	15
CHRM5 PAM	1	0	-8	-4	-1
M5 antag	0	3	5	4	6
CHRM4 PAM	-6	-1	7	-10	-5
CRFR2-BP antag	0	5	12	13	-4
CHO-K1 Ca PAM	13	12	-3	-2	24
TAAR1 antagonist	10	-9	-9	22	3
M5 ag	0	0	-5	2	1
TAAR1 agonist	8	3	-2	14	2
CRFR2-BP ag	0.5	-1.1	1.1	-6.3	0.0

Retrieved by compound from above (two):
[12] O=C(CC1CCCC1)N1CCN(S(=O)(=O)c2c(F)cccc2F)CC1
[13] Cc1ccc(-c2nc(CS(=O)(=O)CC(=O)NCc3ccc4c(c3)OCO4)c(C)o2)cc1

Assay by compound	12	13
CHRM5 PAM	0	-8
M5 antag	3	5
CHRM4 PAM	-1	7
CRFR2-BP antag	5	12
CHO-K1 Ca PAM	12	-3
TAAR1 antagonist	-9	-9
M5 ag	0	-5
TAAR1 agonist	3	-2
CRFR2-BP ag	-1.1	1.1

(cont.)
[16] COc1cc(C2C(C(=O)Nc3ccccc3OC)=C(C)Nc3ncnn32)ccc1O (stereo not drawn)
[17] O=C(Nc1cccc(C(=O)O)c1)/C(=C\c1ccccc1)NC(=O)c1ccccc1
[18] Cc1csc(NC(=O)C2CCCO2)n1 (stereo not drawn)
[19] CN(Cc1ccc(Cl)s1)C(=O)CSc1nnc(C2CC2)n1C1CC1
[20] CCNC(=O)NC(=O)C(C)Oc1ccc(C(=O)OC)cc1 (stereo not drawn)

Assay by compound	16	17	18	19	20
CHRM5 PAM	-3	-5	-3	-3	-2
M5 antag	-3	9	2	16	0
CHRM4 PAM	2	7	-4	11	7
CRFR2-BP antag	-4	-3	13	-5	14
CHO-K1 Ca PAM	-12	-11	8	3	-3
TAAR1 antagonist	-14	-1	-17	5	3
M5 ag	0	-3	0	0	0
TAAR1 agonist	3	8	5	3	3
CRFR2-BP ag	0.6	-1.4	-1.5	-0.4	-0.3

[21] O=S(=O)(c1ccc2nc(SCc3ccc(Cl)cc3)[nH]c2c1)N1CCOCC1
[22] CCOc1ncccc1C(=O)OC(C)C(=O)Nc1ccc(CC)cc1 (stereo not drawn)
[23] COc1ccc(-c2noc(CSc3nc(N)c(-c4ccccc4)c(=O)[nH]3)n2)cc1
[24] CN1CCC(=O)N(CCSc2ccc(Br)cc2)CC1
[25] CC(C)c1nc2c(s1)CCc1onc(-c3ccc(Cl)cc3)c1-2

Assay by compound	21	22	23	24	25
CHRM5 PAM	-6	-6	-7	-3	-4
M5 antag	10	9	6	13	16
CHRM4 PAM	-2	2	-4	6	0
CRFR2-BP antag	-34	-10	-14	-6	-10
CHO-K1 Ca PAM	15	-7	9	19	-22
TAAR1 antagonist	15	-19	2	1	-10
M5 ag	5	-7	7	-2	1
TAAR1 agonist	16	-2	2	9	10
CRFR2-BP ag	-0.1	0.3	-4.7	0.2	0.0

[26] O=S(=O)(c1cccs1)N1CCC(CO)(Cc2cccc(F)c2)CC1
[27] COc1ccccc1CCC(=O)N1CCN(S(=O)(=O)c2cccc(F)c2)CC1
[28] Cc1ccc(C(=O)Oc2ccc([N+](=O)[O-])cc2)cc1S(=O)(=O)N1CCCCCC1
[29] CC1(C)OC(C)(C)/C(=C\c2ccccc2[N+](=O)[O-])C1=O
[30] CNC(=O)C1CCN(S(=O)(=O)c2c(C)noc2/C=C/c2ccccc2F)CC1

Assay by compound	26	27	28	29	30
CHRM5 PAM	-3	-2	-3	1	-1
M5 antag	0	3	4	-3	5
CHRM4 PAM	-8	1	-5	2	3
CRFR2-BP antag	-22	5	8	5	-23
CHO-K1 Ca PAM	20	2	22	7	12
TAAR1 antagonist	13	-26	-11	-2	1
M5 ag	-2	-1	1	3	0
TAAR1 agonist	7	4	1	2	1
CRFR2-BP ag	0.1	0.6	-0.2	-1.0	-0.2

[31] O=C1CC2(CCCCC2)CC(=O)N1CCc1ccccc1
[32] O=C(NC1CC1)C1=C[C@@H](c2ccccc2)C[C@@H](OCCCCO)O1
[33] COc1ccccc1N1CCN(c2ccc3c(c2)S(=O)(=O)c2cccc(C(=O)NCc4cccc(F)c4)c2C3=O)CC1
[34] COc1ccc(NC(=O)COC(=O)[C@@H]2CCCN2S(=O)(=O)c2ccccc2F)c(OC)c1
[35] O=c1[nH]c(=O)n(Cc2ccccc2)c2nc(-c3cccs3)n(CCO)c12

Assay by compound	31	32	33	34	35
CHRM5 PAM	-11	-1	-7	-14	.
M5 antag	22	5	22	22	.
CHRM4 PAM	-4	16	-8	-4	.
CRFR2-BP antag	-13	5	5	-17	-7
CHO-K1 Ca PAM	21	-24	-2	12	.
TAAR1 antagonist	-12	13	53*	-17	-24
M5 ag	-7	6	0	0	.
TAAR1 agonist	0	3	11	2	-2
CRFR2-BP ag	-1.4	-1.1	0.1	-0.2	0.1

[36] C/C(=N\NC(=O)CC1N=C(Cc2ccccc2)NNC1=O)c1ccncc1 (stereo not drawn)
[37] Cc1ccnc(NC(=O)c2cccc(S(=O)(=O)N3CCN(c4ccc(F)cc4)CC3)c2)c1
[38] CN(c1ccccc1)S(=O)(=O)c1cccc(NC(=O)Cc2c(F)cccc2Cl)c1
[39] O=[N+]([O-])/C=C/c1c(OCc2ccccc2)ccc2ccccc12
[40] CSc1ccc(/C=N/Nc2nc(C)cc(C)n2)cc1

Assay by compound	36	37	38	39	40
CHRM5 PAM	7	-11	-15	-6	-4
M5 antag	-8	10	4	6	3
CHRM4 PAM	-2	11	-6	0	0
CRFR2-BP antag	9	7	20	.	0
CHO-K1 Ca PAM	16	-7	5	-2	6
TAAR1 antagonist	-36	7	31	.	-2
M5 ag	2	-3	-4	0	4
TAAR1 agonist	4	-1	6	.	1
CRFR2-BP ag	1.1	0.6	13	.	-1.5

Structures above with a furan ring, fused or not (2):
[6] COc1cccc(C(=O)CSc2nnc(-c3ccco3)n2CC2CCCO2)c1 (stereo not drawn)
[7] N#Cc1c(NC(=O)COC(=O)C2CC3C=CC2C3)oc(-c2ccccc2)c1-c1ccccc1 (stereo not drawn)

Assay by compound	6	7
CHRM5 PAM	5	-6
M5 antag	-10	-6
CHRM4 PAM	-1	1
CRFR2-BP antag	2	-26
CHO-K1 Ca PAM	12	6
TAAR1 antagonist	8	-14
M5 ag	-2	-6
TAAR1 agonist	8	0
CRFR2-BP ag	1.1	1.0

(further entries)
[41] C[C@H](NC(=O)Nc1ccc2c(c1)OCCO2)C(=O)O
[42] C#CCN1CCc2onc(-c3ccc(Br)cc3)c2C1=O
[43] Cc1cc(O)ccc1Nc1nc(-c2cccnc2)cs1
[44] COc1ccc(C(=O)OCC(=O)Nc2ccc(Cl)c(C(F)(F)F)c2)c(OC)c1OC
[45] CCOc1ccc(-c2nn(-c3ccccc3)cc2/C=C2\SC(N)=NC2=O)cc1C

Assay by compound	41	42	43	44	45
CHRM5 PAM	-8	0	-2	-11	-1
M5 antag	2	-5	-8	9	-4
CHRM4 PAM	-1	5	-4	-8	12
CRFR2-BP antag	96*	.	-2	-12	25
CHO-K1 Ca PAM	0	.	11	5	21
TAAR1 antagonist	0	-13	-4	37	-12
M5 ag	3	2	1	-2	-3
TAAR1 agonist	1	1	2	4	13
CRFR2-BP ag	-1.5	.	-2.1	-1.1	-0.5

[46] CC(=O)Nc1nc(COc2ccccc2)cs1
[47] O=C(CSc1nnc(-c2cccs2)n1C1CC1)NC1CCS(=O)(=O)C1 (stereo not drawn)
[48] Cc1nc2ccccc2c(=O)n1CCCN1CCOCC1
[49] CCCn1c(SCc2nc3ccccc3s2)n[nH]c1=O
[50] O=C(Nc1cccc(-c2cn3c(n2)SCC3)c1)c1ccc2ccccc2n1
[51] CCCCCCNC1=NCCS1

Assay by compound	46	47	48	49	50	51
CHRM5 PAM	-1	7	-1	2	-7	2
M5 antag	-8	-3	14	6	7	3
CHRM4 PAM	15	2	4	11	-1	-7
CRFR2-BP antag	11	-18	14	-8	0	-8
CHO-K1 Ca PAM	15	-6	11	6	0	13
TAAR1 antagonist	-8	-7	-18	-3	35	19
M5 ag	-1	2	0	-2	1	-10
TAAR1 agonist	7	8	1	0	8	4
CRFR2-BP ag	0.8	-1.5	1.6	0.5	1.7	0.7

Screening results as filed in PubChem BioAssay.

Not a hit list; any-hit rate near 4.2%.
